Source: PubChem BioAssay
Pf Dd2 inh: qHTS Primary assay for Inhibitors of Plasmodium falciparum Dd2 growth in vitro; P. falciparum Dd2 growth, SYBR Green, 72 h; Potency, µM (highest dose often 28.9 µM), without a hit: at the top dose activity, negative = inhibition, usual class: inhibitors; 4.3% of 120,000 active; AID 1347417, 2020; active means well fitted inhibition curve with a large enough effect; inconclusive means small, poorly fitted or top-dose-only effect; inactive means no such curve, though single readings can be large or run the other way;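 further: plate controls were DMSO vehicle for no effect and reference drug for full effect; nearly all actives have a fitted effect of over 65% in size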
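Readout: SYBR Green fluorescence, 485 nm excitation, 535 nm emission, after ~16 h lysis at 37C. Before that, Dd2-infected red cells (2.5% hematocrit) grew 72 h with compound, 29 uM top final concentration.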
Starred values were filed as active, the others as inactive; i = inactive; ? = inconclusive; [ ] = another dose, or the depositor's remark. Potency means the concentration at half of the fitted maximal effect.

SMILES | Pf Dd2 inh
Cc1noc(C2CC3(CCN(C(=O)c4n[nH]c(=O)c5ccccc45)CC3)CN2C)n1 (stereo not given) | -4%
CC(Oc1ccccc1Cl)C(=O)N1CCN(CCc2ccccn2)CC1 (stereo not given) | 35%[activator]
COCC1CN(S(=O)(=O)c2cccnc2)CC12CCOCC2 (stereo not given) | 11%
Cc1cc(S(=O)(=O)N2CCC(n3cnnc3C(C)C)CC2)ccc1F | -23%
CC(=O)N1CCC(N[C@@H]2CO[C@H](CNC(=O)C3CCCC3)[C@H]2O)CC1 | 22%[44.1 µM]
COc1ccc(NC(=O)c2cc(NC(=O)C(C)C)cc3nc(C)ccc23)cc1 | -13%
NC(=O)C1CCCN(Cc2ccc(-c3cnc4c(OCc5ccccc5)nccn34)cc2)C1 (stereo not given) | -10%
CCOC(=O)C1CCN(S(=O)(=O)c2cc(-c3cc(C)no3)ccc2C)CC1 | 3%
Cc1noc(-c2cn(C3CCCN(C(=O)c4ccc(Cl)s4)C3)nn2)n1 (stereo not given) | ?
CO[C@H](C)[C@H](N)C(=O)N1CCC(c2cc(Cc3ccccc3)[nH]n2)CC1 | 4%
COc1ccc(CNC(=O)Cn2cccc2-c2nc(-c3ccccc3)no2)cc1 | 1%
Cc1cccc(C(=O)Nc2cc(-c3ccccc3F)nn2-c2ccccc2)c1 | 23%
COc1ccc(C(=O)N2C[C@@H](COc3ccccc3)[C@H](C(N)=O)C2)cn1 | 2%
O=[S+]1([O-])NC2(CCN(Cc3cccnc3)C2)COc2ccncc21 (stereo not given) | 3%
Cc1oc(-c2ccccc2Cl)nc1CS(=O)(=O)CC(=O)NC(C)c1ccccc1 (stereo not given) | 6%
O=C(Cn1cc(C(=O)c2ccco2)c2ccccc21)Nc1ccc(Br)cc1 | -15%
CCOc1ccc(S(=O)(=O)NCC(c2ccco2)S(=O)(=O)c2cccs2)cc1 (stereo not given) | 68%[activator]
CCC(=O)N1CCCC(c2nc(C(C)C)no2)CCNC(=O)CC1 (stereo not given) | -2%
Cc1cccc(C(=O)Nc2sc3c(c2C(=O)O)CCCC3)c1 | 10%
Cc1ccc(C)c(CN2C(=O)c3ccccc3S(=O)(=O)c3ccc(C(=O)N4CCN(c5ccccc5)CC4)cc32)c1 | 5.6µM*
CNc1nc(N2CC[C@@H]3C[C@H](N4CCOCC4)CC[C@@]3(COC)C2)ncc1F | ?
Cc1ccccc1NC(=O)CC1C(=O)NCCN1C(=O)c1cccc(Cl)c1 (stereo not given) | 37%
COc1cc(C2CC(=O)Nc3c2c(=O)[nH]c2nc4ccccc4n32)ccc1O (stereo not given) | -1%
Fc1ccccc1CNCCCSc1nnnn1-c1ccccc1 | ?
Cc1ccc(C)c(CNC(=O)c2ccc3c(c2)N(S(=O)(=O)c2ccccc2)CC3)c1 | -28%
O=C(Cc1cccc(Cl)c1)N1C[C@@H](CO)[C@H](c2ccncc2)C1 | ?
Cc1cccc2c1nc1n2[C@@H](CNS(=O)(=O)c2ccc(F)cc2)COC1 | ?
CCCCNc1ncnc2c1nnn2C | 39%[activator]
CCCCCn1c(NCc2ccccc2OC)nc2ccccc21 | ?
O=C1NCc2ccccc2CC12CCCCN2Cc1ccsc1 (stereo not given) | ?
O=C(NC1CCCC1)c1ccc2c(=O)n(Cc3ccccc3)c(SCc3cccc(F)c3)nc2c1 | 17%
COc1ccc(C(=O)N[C@@H]2CN(c3ccccn3)C[C@H]2CN(C)C)c(OC)c1 | ?
COc1ccc(CCN2C(=O)O[C@@H]3CN(c4ncc(C)c(N(C)C)n4)C[C@@H]32)cc1 | i
Cc1ccc(C(=O)NC2CCN(c3cc(-c4cccs4)[nH]n3)CC2)cc1F | 11µM*
CN1CCCN(S(=O)(=O)c2ccccc2)CCC(=O)NCC1 | 25%
Cc1ccc(C(=O)N2CCC[C@H]2c2nc(-c3ccccc3)no2)c(C)c1 | i
Cc1noc2ncnc(N3CCCC(C(=O)NCCC(C)C)C3)c12 (stereo not given) | -15%
COc1ccc(-c2cc([C@H]3CN4CC[C@H]3C[C@@H]4CNC(=O)N3CCOCC3)nc(C)n2)cc1OC | -3%
Cc1ccc(Cn2c(=O)n(CCCCC(=O)NCc3ccc4c(c3)OCO4)c(=O)c3ccccc32)cc1 | -20%
COc1cc2c(cc1CN1C[C@@H]3CC[C@H](C1)N(CC1CCC1)C3=O)OCCO2 | ?
Cc1ccc(CN(Cc2ccco2)C(=O)COc2ccc(Cl)cc2Cl)cc1 | -23%
O=C1CC2CCN(Cc3ccncc3)CC2CCN1 (stereo not given) | 9%[44.1 µM]
COCc1nc(C2CCN(C(=O)c3cccn3C)C2)no1 (stereo not given) | -10%
CCc1ccc(CNC(=O)c2nn(-c3ccc(OC)c(Cl)c3)c(=O)c3c2c2ccccc2n3C)cc1 | 9%[5.79 µM]
O=C(c1ccc(F)cc1)N1CCCC(c2nc(C3CCOCC3)no2)C1 (stereo not given) | 48%[activator]
COc1ccc(-n2nc3c(N4CCCC(C(=O)NCc5ccc(C)cc5)C4)nnc(C)c3c2C)cc1 (stereo not given) | ?
O=S(=O)(C1CC1)N1CCC(c2nc(C3CC3)no2)C1 (stereo not given) | 23%
O=C(Cc1ccc(Cl)cc1)NCc1nnc2cc(-c3nc(C4CC4)no3)ccn12 | 0.45µM*
Cn1cc(-c2ccnc(N3CCOCC3)c2)c2nc(COc3ccc(Cl)cc3)cn2c1=O | -26%
CCN(CC)C(=O)c1sc2c(c1C)c(=O)n(CCc1ccccc1)c(=O)n2Cc1cc(C)ccc1C | ?

Other records:
SMILES | Pf Dd2 inh
CCS(=O)(=O)N1CC(F)(F)C[C@H]1c1nc(C2CC2)no1 | 6%
COc1ccc(-c2nc(CN3CCC(C(=O)NCCc4ccccc4)CC3)c(C)o2)cc1OC | i
COc1ccc(-c2noc(CC(=O)N(C)c3cccc(C)c3)n2)cc1 | ?
COc1ccc(Cl)cc1S(=O)(=O)N1CCC(OC2CCN(C)CC2)CC1 | 3.2µM*
O=C(NCCc1ccccc1)N(C1CCOCC1)C1CCN(CC2CCCCC2)CC1 | ?
COc1ccc(/C=C/c2ccc3c(c2)C(=O)N2CC[C@H](NC(=O)c4cnccn4)[C@H]2C(=O)N3)cc1 | i
CCOc1ccccc1C(=O)N1CCC2(CC1)NC(=O)N(c1ccccc1)N2 | ?
Cc1noc(-c2nc(-c3cccc(Br)c3)no2)n1 | i
CC1=C[C@@H](CN(CC2CC2)CC2CC2)[C@H](C(C)C)C[C@H]1Cc1nc2c(C)cccc2[nH]1 | 7.1µM*
O=C(NC1CCCCC1)[C@H]1CN2CC[C@H]1C[C@@H]2Cn1cc(C2(O)CCCCC2)nn1 | -9%[44.1 µM]
CC(=O)N1C[C@@H](CN(C)C)[C@H](NC(=O)c2ccccc2OC(F)(F)F)C1 | 12%
Cc1ccccc1-c1nc(N2CCOCC2)cc2c1CN(c1ccccc1)C2=O | -5%[44.1 µM]
Cc1nc2ncccc2cc1C(=O)NC(c1nnc2n1CCNCC2)C(C)C (stereo not given) | -4%
O=C(CSc1nc2ccsc2c(=O)n1-c1ccc(Cl)cc1)NCc1ccc(Cl)cc1 | -6%
O=C(Cn1ncc2c1-c1ccccc1OC2)N1CCN(c2ccccc2)CC1 | 3%
CCN(CC)C(=O)CSc1nc(-c2ccccc2)cc(-c2ccc(OC)cc2)c1C#N | -15%
COc1ccc(-n2cc(-c3ccccc3)c3c(NCc4cccc(Cl)c4)ncnc32)cc1 | ?
CCCCCNC(=O)c1cc2c(=O)n3ccccc3nc2n1C | 11%
COc1ccc(-c2cc(N3CCCN(C(=O)c4ccc(OC)c(F)c4)CC3)n[nH]2)cc1 | i
COc1ccc(C(=O)N2CCc3ccc(C(=O)NCc4ccncc4)cc32)cc1 | i

Additional results:
SMILES | Pf Dd2 inh
Cc1cc(C)n(CCC(=O)N2CC(Oc3ccc(-c4nc(-c5ccccc5)no4)cc3)C2)n1 | ?
O=C(NC1CCN(c2cc(-c3ccc(Cl)cc3)[nH]n2)CC1)c1ccncc1 | i
Cc1cc(CNC(=O)c2ccc(S(=O)(=O)NCC(F)F)cc2)on1 | 14%
COc1ccc(NC(=O)CCc2ccc3c(c2)CN(C(=O)NC(C)C)CCO3)cn1 | -21%
COc1ccc(N2CCN(C(=O)CCc3nnc4n(C)c(=O)c5sccc5n34)CC2)cc1 | 13%
CCc1sc(Nc2cccc(Cl)c2C)nc1-c1cc2cccc(OC)c2oc1=O | ?
CCOc1ccc(/C=C/c2nc(C#N)c(N3CCN(c4ccccc4)CC3)o2)cc1 | -2%
CCCNc1cc(N2CCC(CCC(=O)N3CCN(c4ccccc4F)CC3)CC2)ncn1 | 11µM*
COc1ccc(S(=O)(=O)N2CCN(c3ccccc3F)CC2)cc1-c1noc(C)n1 | 4%
Cn1nccc1C(=O)N1CC2CC(C1)[C@H]1CCCC(=O)N1C2 (stereo not given in full) | 0%
CCOC(=O)c1[nH]c(=O)[nH]c1C1CC(=O)Nc2c1cnn2C(CC)CC (stereo not given) | 0%
O=C(Cc1c[nH]c2ncc(-c3ccncc3)cc12)NCc1cccnc1 | 5µM*
Cc1ccc(NS(=O)(=O)c2ccccc2)c(=O)n1CC(=O)N(C)C | -5%
CC(C)NC(=O)N1CCC(O)(c2csc(CN(C)Cc3cccnc3)n2)CC1 | 22%[44.1 µM]
CCCOc1nccnc1NC1CCN(C(=O)C2CCCO2)CC1 (stereo not given) | i[5.79 µM]
O=c1n(Cc2ccc([N+](=O)[O-])cc2)c2ccccc2c2nc(-c3ccccc3)nn12 | i
CCCN1CCC2(CCN(C(=O)c3ccccc3)CC2)Oc2ccccc21 | i
C=Cc1ccc(Cn2c(C)c(CNCc3ccccc3C)c(C(=O)O)c2C)cc1 | 2%
Cc1ccc(NC(=O)Cn2cc(S(=O)(=O)N3CCCC3)c(S(=O)(=O)N3CCCC3)c2)c(C)c1 | ?
O=c1c2cc(-c3cccs3)nn2ccn1CC(O)c1cccc(Cl)c1 (stereo not given) | ?
CCCNC(=O)N[C@@H]1CCC[C@@H](C(=O)NCCOC)CC(=O)N(C)C1 | ?
CC(C(=O)N1CCCC1)N1CCC2(CCC(=O)N(CCO)C2)CC1 (stereo not given) | -5%
COc1ccc(C(=O)Nc2ccc(-c3noc([C@@H]4CCCN4Cc4cnc5ccccc5c4)n3)cn2)cc1 | ?
COC(=O)CC[C@H]1CNC(=O)[C@@H]2[C@@H](CCN2Cc2nc3ccccc3n2C)N1C | -16%[44.1 µM]
CN(CCc1nc2ccccc2[nH]1)C(=O)C1COc2ccccc2C1 (stereo not given) | -19%

Molecules shown so far that have a cyano group (2):
SMILES | Pf Dd2 inh
CCN(CC)C(=O)CSc1nc(-c2ccccc2)cc(-c2ccc(OC)cc2)c1C#N | -15%
CCOc1ccc(/C=C/c2nc(C#N)c(N3CCN(c4ccccc4)CC3)o2)cc1 | -2%

Given as labelled records: entries from further up.
> CCOc1ccc(/C=C/c2nc(C#N)c(N3CCN(c4ccccc4)CC3)o2)cc1
  Pf Dd2 inh: -2%

> CCCNc1cc(N2CCC(CCC(=O)N3CCN(c4ccccc4F)CC3)CC2)ncn1
  Pf Dd2 inh: 11µM*

> COc1ccc(S(=O)(=O)N2CCN(c3ccccc3F)CC2)cc1-c1noc(C)n1
  Pf Dd2 inh: 4%

> Cn1nccc1C(=O)N1CC2CC(C1)[C@H]1CCCC(=O)N1C2 (stereo not given in full)
  Pf Dd2 inh: 0%

Next part:
SMILES | Pf Dd2 inh
Cc1cnc(CC2CCN(C(=O)c3nn(C)c4ccccc34)C2)n1CC1CC1 (stereo not given) | i
O=C1NCCCCCCN(Cc2ccncc2)[C@@H]2CN(C(=O)c3cccnc3)CC[C@@H]12 | -16%
CCc1ccc(CNC(=O)Cn2nc(-c3ccc(C)cc3)ccc2=O)cc1 | 15%
CN(C)C(=O)C1CN(C(=O)c2ccccc2Br)CC12CCOCC2 (stereo not given) | 18%
CC(=O)Nc1ccc(CN2CCCCC23Cc2ccccc2CN(C(=O)C(C)C)C3)cc1 (stereo not given) | ?
COCCCn1c(C)cnc1C1CCN(C(=O)NCC(=O)OC)C1 (stereo not given) | 4%
COc1ccc(-c2nc3c(c(=O)[nH]2)CCN(C(=O)Nc2ccc4c(c2)CCC4)C3)cc1 | i
CCCc1nnc(NC(=O)C2c3ccccc3C(=O)N(CCOC)C23CCCCC3)s1 (stereo not given) | 10µM*
CCCCNC(=O)CC(c1cccc2c1OCO2)c1c[nH]c2c(CC)cccc12 (stereo not given) | 10µM*
CCC(c1cnn(C)c1)n1ccnc1-c1cc(F)c(OC)c(Cl)c1 (stereo not given) | -11%
O=C1CC(c2ccccc2)N(C(=O)CNC(=O)NC2CCCCC2)CCCCCCN1 (stereo not given) | i
COC(=O)c1ccc(CN2C(=O)[C@@H]3C[C@@H](O)CN3C3(CN(Cc4ccc(OC)cc4)C3)C2=O)cc1 | i
CC1=C[C@@H](CO)[C@H](C(C)C)C[C@H]1CC(=O)N1CCN(c2ccccn2)CC1 | i
C#CCNC(=O)C[C@@H]1O[C@H](CNC(=O)c2ccc(C)cc2)[C@@H](O)[C@H]1O | 10%[44.1 µM]
COc1cccc(CNC(=O)C(=O)Nc2ccc3nc4n(c(=O)c3c2)CCCCC4)c1 | -9%
Cn1nccc1C(=O)N1C[C@@H]2CCCN3CCC[C@@H]([C@H]23)[C@H]1CCCC(=O)NCc1ccccc1 | -22%
Cc1oc2c(c1C(=O)NCCN(C)C)CN(CCc1ccccc1)CC2 | -11%

This is a subset; count on the stated rates, not on these rows.
